Screening data from PubChem.
Mac1 fbg inh: CD11b/CD18-fibrinogen binding inhibition. inhibition, % at 10 µM. AID 1497. 0.54% of 93,000 active. K562 CD11b/CD18 adhesion to fibrinogen, ATPlite luminescence; Mn2+ added to activate the integrin. P05107+P11215;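 active means primary inhibition of 50% or more at 10 µM, then 40% or more on retest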; further: some results filed as inactive read as strong as hits
Target sequence (P05107 whole entry, looked up, other chains not shown): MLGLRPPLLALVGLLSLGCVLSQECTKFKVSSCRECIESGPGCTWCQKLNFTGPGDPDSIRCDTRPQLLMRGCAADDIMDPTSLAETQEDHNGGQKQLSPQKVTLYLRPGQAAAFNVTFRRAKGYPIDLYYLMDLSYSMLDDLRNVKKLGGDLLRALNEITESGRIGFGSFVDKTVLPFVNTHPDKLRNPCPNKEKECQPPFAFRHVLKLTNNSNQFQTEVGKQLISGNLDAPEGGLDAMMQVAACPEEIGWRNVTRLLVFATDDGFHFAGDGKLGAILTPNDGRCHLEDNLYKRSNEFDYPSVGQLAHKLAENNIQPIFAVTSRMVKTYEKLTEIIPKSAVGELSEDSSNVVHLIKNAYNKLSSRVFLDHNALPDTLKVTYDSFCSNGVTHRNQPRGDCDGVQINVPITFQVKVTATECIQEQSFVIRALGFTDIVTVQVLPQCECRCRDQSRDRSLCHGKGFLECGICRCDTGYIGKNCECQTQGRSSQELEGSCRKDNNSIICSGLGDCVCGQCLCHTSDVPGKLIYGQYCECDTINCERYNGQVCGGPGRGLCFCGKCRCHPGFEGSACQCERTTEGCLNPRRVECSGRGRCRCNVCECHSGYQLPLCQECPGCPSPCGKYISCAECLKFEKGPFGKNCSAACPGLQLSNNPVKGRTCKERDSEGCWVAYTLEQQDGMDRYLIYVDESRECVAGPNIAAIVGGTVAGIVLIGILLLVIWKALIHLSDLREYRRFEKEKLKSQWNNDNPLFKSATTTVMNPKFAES
* = called active by the depositor. Not all compounds are listed; rates above refer to the full screens.

Structure,Mac1 fbg inh
CCOc1ccc(N2CC(C(=O)NCCN3C(=O)S/C(=C\c4ccc(OC)cc4)C3=O)CC2=O)cc1 (centres undefined),-7.1
CC(=O)c1cccc(NC(=O)C(Sc2ncnc3ccccc23)c2ccccc2)c1 (centres undefined),12.6
COc1cc(C)c(NC(=S)Nc2cccc(Cl)c2)cc1OC,2.9
O=C(CSc1ccc(-c2ccc(F)cc2)nn1)Nc1ccc2c(c1)OCCO2,-3.9
CC(=O)Nc1cccc(Oc2ncnc3scc(-c4ccc(C)cc4)c23)c1,48.9
Cc1ccc(NC(=O)c2cc(N3C(=O)C=CC3=O)ccc2Cl)cc1C,-6.8
COc1ccc(-c2ncccc2OC(=O)C23CC4CC(CC(C4)C2)C3)cc1OC,3.1
Cc1cc(C)cc(NC(=O)COC(=O)CCCNC(=O)c2ccc(Cl)cc2)c1,0.4
O=C(N/N=C\c1ccc(-c2ccccc2[N+](=O)[O-])o1)C1COc2ccccc2O1 (centres undefined),10.6
Clc1cncc(Cl)c1NNc1c2ccccc2nc2ccccc12,-8.9
CC1(C)CC(C(CC(=O)Nc2nccs2)c2ccccc2)CCO1 (centres undefined),-2.2
COc1ccc(Nc2nc(-c3cccc([N+](=O)[O-])c3)nc3ccccc23)c(OC)c1,-9.1
Cc1sc2ncnc(N/N=C/c3ccc(O)cc3)c2c1C,2.9
Cc1ccc(C(=O)Nc2nc(-c3ccccc3)c(-c3ccccc3)o2)cc1,35.5
CCOC(=O)N1CCC(N(CCN(C)C)C(=S)Nc2ccccc2C)CC1,1.2
CCOc1ccc(NC(=O)Cn2cncc2-c2ccc([N+](=O)[O-])cc2)cc1,4.8
COc1ccc(CC(=O)N(CC2CCCO2)c2nc3ccccc3s2)cc1 (centres undefined),-22.3
Cc1ccc(S(=O)(=O)CCC(=O)OCC(=O)c2c(C)[nH]c3ccccc23)cc1,2.3
CSc1ccccc1NC(=O)CN(C)Cc1ccc(Br)cc1,0.9
C#CC[N+](C)(C)CCCCCCCCCC,-8.8

Next section (six carried over from the part before).
Structure,Mac1 fbg inh
CCOC(=O)N1CCC(N(CCN(C)C)C(=S)Nc2ccccc2C)CC1,1.2
CCOc1ccc(NC(=O)Cn2cncc2-c2ccc([N+](=O)[O-])cc2)cc1,4.8
COc1ccc(CC(=O)N(CC2CCCO2)c2nc3ccccc3s2)cc1 (centres undefined),-22.3
Cc1ccc(S(=O)(=O)CCC(=O)OCC(=O)c2c(C)[nH]c3ccccc23)cc1,2.3
CSc1ccccc1NC(=O)CN(C)Cc1ccc(Br)cc1,0.9
C#CC[N+](C)(C)CCCCCCCCCC,-8.8
Cc1ccccc1NC(=S)NCC(c1cccnc1)N(C)C (centres undefined),9.6
Cc1cc(C(=O)COc2ccc3ccc(=O)oc3c2)c(C)n1Cc1cccs1,20.3
O=C(/C=C/c1c[nH]c2ccccc12)c1cccc2ccccc12,33.5
O=[N+]([O-])c1ccc(-c2cn(-c3ccc(Cl)cc3)c(=S)[nH]2)cc1,-0.5
COC(=O)c1cc(C)sc1NC(=O)C1CC(=O)NN1Cc1ccccc1 (centres undefined),-28.7
C=CCC1(C#N)C(SC)=NC2=C(C(=O)CC(C)(C)C2)C1c1ccc(Br)cc1 (centres undefined),14.2
COc1ccc(C2=CC(c3cccc(OC)c3)n3nnnc3N2)cc1 (centres undefined),-3.5
O=C(COC(=O)c1c2c(nc3ccccc13)/C(=C/c1cccc([N+](=O)[O-])c1)CCC2)NC1CCS(=O)(=O)C1 (centres undefined),14.6
CCCn1c(-c2cccc([N+](=O)[O-])c2)nc2c1c(=O)[nH]c(=O)n2Cc1ccccc1,2.0
O=C(C(Sc1ccccc1)c1ccccc1)N1CCN(c2ccccc2)CC1 (centres undefined),-7.7
COc1ccc2nc3ccccc3nc2c1NC(=O)c1ccc(Cl)cc1,6.3
O=C(Nc1ccccc1)c1ccc(NCC2CCCO2)c([N+](=O)[O-])c1 (centres undefined),5.0
O=C(N1CCN(c2ccccc2)CC1)C1(c2cccs2)CCOCC1,3.3
CC[n+]1c(/C=C/N(C)c2ccccc2)oc2ccccc21,35.4
Cc1c(NC(=O)CSc2nnc(Nc3ccccc3)s2)c(=O)n(-c2ccccc2)n1C,-2.3
COc1ccccc1C(=O)Oc1ccc2c(c1)O/C(=C\c1ccncc1)C2=O,57.1
O=C(Nc1cc(C(F)(F)F)ccc1-n1cnc2ccccc21)c1ccccc1,-10.7
CC(=O)NC(CC(=O)NC1CCCCC1)c1ccccc1 (centres undefined),3.4
CCNc1ccc(C(=O)OCC(=O)N(Cc2ccccc2)C(C)(C)C)cc1[N+](=O)[O-],2.1
Cc1cc(/C=C(\C#N)C(=O)Nc2ccccc2)c(C)n1-c1cccnc1,7.5
O=C(CSc1nnc2ccccn12)Nc1cccc(S(=O)(=O)N2CCOCC2)c1,-1.3
CSc1ccc(/C=C(\C#N)C(=O)Nc2cccc(C)c2)cc1,4.7
CCN(c1ccc(NC(=O)COC(=O)CCc2nc3ccccc3n2-c2ccccc2)cc1)C(C)C,15.2
COc1ccc(/C=C2/SC(=O)N(CCNC(=O)C3COc4ccccc4O3)C2=O)cc1 (centres undefined),-11.6
CC(=O)C1=C(c2ccccc2)OC(N)=C(C#N)C1c1ccccc1C (centres undefined),4.6
CCc1cc2c(SCC(=O)Nc3ncc(Cl)c(C)c3Cl)ncnc2s1,-0.3
CCCCC(=O)Nc1ccc(C(=O)Nc2ccc(OC)cc2[N+](=O)[O-])cc1,-17.0
O=C(O)CCCCCn1c(O)c(C=C2N=c3ccccc3=N2)sc1=S,68.9*
Cc1cc(C)cc(NC(=O)C2CCCN2/C=C/C(=O)C(F)(F)F)c1 (centres undefined),-12.0
COc1cccc(Nc2ccc(C(=O)O)cc2[N+](=O)[O-])c1,-17.6
Cc1ccc(NC(=O)c2cc(S(=O)(=O)NCCC3=CCCCC3)ccc2F)cc1F,21.1
COC(=O)c1cc(NS(=O)(=O)c2ccc(NCc3cccnc3)c([N+](=O)[O-])c2)cc(C(=O)OC)c1,-1.4
Cn1c(=O)c2c(ncn2CC(=O)N/N=C/C=C/c2ccccc2)n(C)c1=O,-3.8
CC(C)OC(=O)CC(=O)CSc1nc2c(c(-c3cccs3)c1C#N)CCC2,16.1
O=C(Nc1nnc(SCc2ccc(F)cc2)s1)C1CC(=O)N(c2ccc3c(c2)OCCO3)C1 (centres undefined),44.6
Cc1ccc(C(=O)Oc2coc(CSc3nnc(NC(=O)C4CC4)s3)cc2=O)cc1,-8.9
COc1cc(OC)c(NC(=S)Nc2cccc(C)c2)cc1Cl,10.4
O=C(COC(=O)Cn1cnc2ccccc2c1=O)NCC12CC3CC(CC(C3)C1)C2,-0.1
CCOCCSc1nc2c(c(-c3cccs3)c1C#N)CC/C2=C/c1cccs1,4.2
O=C(NC(Cc1ccccc1)C(=O)O)/C(=C/c1ccccc1)NC(=O)c1ccccc1 (centres undefined),-10.2

Mac1 fbg inh, what is marked active above
Structure,Mac1 fbg inh
O=C(O)CCCCCn1c(O)c(C=C2N=c3ccccc3=N2)sc1=S,68.9*

(more compounds)
Structure,Mac1 fbg inh
COCCNC(=O)CSc1nnc(CCCN2C(=O)c3cccc4cccc(c34)C2=O)n1-c1ccccc1,6.9
Cc1[nH]c(=O)[nH]c(=O)c1/C=C/C(=O)OCC(C)C,15.1
COc1ccc(C(=O)NC(=S)NNC(=O)c2cnccn2)cc1OC,-13.8
Cc1cc(C(=O)c2ccccc2)c(NC(=O)CN2CCOCC2)s1,2.0
Cc1ccc(NC(=O)ON=C2CCCC2)cc1,-24.4
Cc1c(NC(=O)c2cccs2)cccc1-c1nc2ccccc2s1,27.0
COc1ccc(N=C2SC(CC(=O)Nc3ccccc3)C(=O)N2Cc2ccco2)cc1 (centres undefined),-18.8
Cc1ccc(-c2nnc(Nc3ccc4c(c3)OCO4)c3ccccc23)cc1S(=O)(=O)NC(C)C,8.7
O=C(O)CC1S/C(=N/N=C/C=C/c2ccccc2)NC1=O (centres undefined),0.5
COCCn1c(=NC(=O)c2ccco2)sc2cc(C(=O)OC)ccc21,10.5
Cc1ccc2nc(-c3ccc(N4C(=NC(=O)CCC(=O)O)SC5CS(=O)(=O)CC54)cc3)sc2c1 (centres undefined),16.8
O=C(Cc1cccs1)Nc1nnc(SCc2cccc3ccccc23)s1,-19.5
CCOC(=O)c1c(NC(=O)CSc2nc3cc(Cl)ccc3c(=O)n2Cc2ccco2)sc(C(=O)N(C)C)c1C,-23.1
O=C(Nc1nc(-c2cccs2)c(-c2cccs2)s1)C1CCCC1,34.4
COc1cc(C(=O)NC(c2ccccc2)c2ccccc2)cc(Cl)c1OC,2.5
O=C(NCc1ccccc1)c1cccc(S(=O)(=O)NCc2ccccc2)c1,3.9
CC1=NN(C(=O)c2c(Br)c(C)nn2C)C(O)(C(F)(F)F)C1 (centres undefined),7.0
COc1cc(C(=O)NCc2ccc(-c3nc4ccccc4s3)cc2)cc(OC)c1OC,19.3
Oc1ccc(-c2nnc(-c3ccccc3)c(-c3ccccc3)n2)cc1,-2.4
NC(=O)COC(=O)CN1C(=O)C2CCCCC2C1=O (centres undefined),-10.5
CC(C)(C)C(=O)NC(=S)NNC(=O)c1sc2ccccc2c1Cl,9.2
CCOC(=O)CCC(NC(=O)CCCC(=O)NC(CCC(=O)OCC)C(=O)OCC)C(=O)OCC (centres undefined),-2.5
COc1cc(/C=C/c2nc(-c3ccccc3O)n[nH]2)cc(OC)c1OC,33.7
COc1ccccc1NC(=O)c1ccc(NC(=O)COC(=O)CCC2CCCC2)cc1,12.3
CCOC(=O)C1CCN(c2ccc(C(=O)O)cc2[N+](=O)[O-])CC1,-9.3
N#C/C(C(=O)NCc1ccccc1)=C1/N=C(NC(=O)c2cccs2)c2ccccc21,16.6
Cc1ccc(-c2cc(C(=O)Nc3ccc(S(=O)(=O)Nc4ncccn4)cc3)c3ccccc3n2)cc1,27.3
O=C(Nc1ccc(OC(F)(F)F)cc1)Nc1cccc([N+](=O)[O-])c1,99.5
O=C(CSc1ncnc2scc(-c3ccccc3)c12)N1CCN(Cc2ccc3c(c2)OCO3)CC1,32.0
Cc1ccc(NC(=O)COC(=O)c2cccc3c2C(=O)c2ccccc2C3=O)c(C)c1,15.2
Cc1cccc(-c2nc3ccccc3c(=O)n2NC(=O)c2ccc([N+](=O)[O-])c(C)c2)c1,-17.2
COc1ccc(-c2cn[nH]c2-c2ccc(OCc3ccc([N+](=O)[O-])cc3)cc2O)cc1,75.8
COc1ccc(C(=O)NC(=S)N(CCC(C)C)c2c(N)n(Cc3ccccc3)c(=O)[nH]c2=O)cc1,-4.6
CCN(CC(O)CON=C1c2ccccc2-c2ccccc21)S(=O)(=O)c1ccc(C)cc1 (centres undefined),17.2
CC(C)c1ccc2[nH]c(O)c(N=NC(=O)c3ccc(CSc4nncn4C)cc3)c2c1,13.4
CC[n+]1c(/C=C/N(C)c2ccccc2)oc2ccc(Cl)cc21,6.3
COc1ccc(/C=C/C(=O)C(C(N)=O)=C2SCCS2)cc1,-5.0
COc1ccc(-c2[nH]c(-c3ccc(C)cc3)nc2SCC(=O)Nc2nccs2)cc1,-9.5
CCOc1ccc(NC(=O)CCSc2ccc(C)cc2)cc1,-16.9
CC(=O)Nc1cc(C(=O)NCc2ccco2)ccc1Sc1ccc(F)cc1,11.7
S=C(NC1CCCCC1)N(CCc1ccccc1)CCc1ccccc1,11.7
OC(COc1cc(Cl)c(Cl)cc1Cl)CN1CCN(c2ncccn2)CC1 (centres undefined),4.9
COc1cc(NC(=O)COC(=O)c2ccccc2F)cc(OC)c1,-13.3
CN(C)S(=O)(=O)c1cccc(C(=O)OCC(=O)NC2CCCc3ccccc32)c1 (centres undefined),-15.2
CC(OC(=O)CCc1nc2ccccc2c(=O)[nH]1)C(=O)NC1CCCC1 (centres undefined),-6.2
CCn1c(O)c(N=NC(=O)C2C(=O)NCC2c2ccccc2)c2ccccc21 (centres undefined),1.4
CC1(C)CC(=O)C([N+](=O)[O-])=C(NCCCO)C1,1.9
CC(C)OC(=O)/C(=C\c1cccc2ccccc12)NC(=O)c1ccccc1,7.7
OC(COCC(F)(F)C(F)(F)C(F)(F)C(F)F)Cn1c2ccc(Cl)cc2c2cc(Cl)ccc21 (centres undefined),96.9
COc1cc(/C=N/Nc2ccc(F)cc2F)cc(OC)c1OC,-27.1
CCOc1ccccc1NC(=O)CSC1=C(C#N)C(c2ccco2)C(C(=O)Nc2nc3ccccc3s2)=C(C)N1 (centres undefined),7.5
CC(C)CN1CN(Cc2ccco2)CNC1=S,0.6
Cc1cc(OC(F)F)ccc1NC(=O)Nc1ccc([N+](=O)[O-])cc1,101.9
CS(=O)(=O)N(CC(=O)Nc1ccc(F)c(F)c1)c1cccc([N+](=O)[O-])c1,-3.3
O=C(/C=C/c1ccccc1)N/C(=C/c1ccccc1)C(=O)Nc1ccc(C(=O)O)cc1,-6.5
NC(=O)CC1Nc2cccc3cccc(c23)NC1=O (centres undefined),7.6
O=C(CN1CCN(S(=O)(=O)c2ccc3ccccc3c2)CC1)Nc1ccc(N2CCOCC2)cc1,-9.8
COc1cc(NC(=S)NCc2ccco2)cc(OC)c1OC,-4.6
Cc1cccc(NCc2ccccc2OCc2ccccc2F)c1,28.0
CCOC(=O)c1[nH]c(C)c(C(=O)OCCOc2cccc(C)c2)c1C,8.8
CC(C)c1ccccc1NC(=O)COC(=O)/C=C/c1cccc([N+](=O)[O-])c1,-7.1
Cc1ccc(Nc2nc(CSc3nnc(-c4ccccc4C)n3C)cs2)cc1,50.6
O=C(CN1N=C(c2ccc(Cl)cc2)CCC1=O)NCc1cccnc1,0.7
